Bioassay records as filed in PubChem BioAssay.
PAFAH1B3 inh = blocks human PAF acetylhydrolase 1B catalytic subunit 3; inhibition, % at 3.39 µM; actives 0.28% (n = 340,000); AID 492972; recombinant PAFAH1B3, FP-rhodamine probe, fluorescence polarization; Q15102;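 active = inhibition above the screen-wide average of all tested compounds plus 3 SD, cut at about 25% in these data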;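 note: 0% = enzyme with DMSO only and 100% = wells lacking PAFAH1B3 protein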
Target sequence (Q15102 whole entry, looked up): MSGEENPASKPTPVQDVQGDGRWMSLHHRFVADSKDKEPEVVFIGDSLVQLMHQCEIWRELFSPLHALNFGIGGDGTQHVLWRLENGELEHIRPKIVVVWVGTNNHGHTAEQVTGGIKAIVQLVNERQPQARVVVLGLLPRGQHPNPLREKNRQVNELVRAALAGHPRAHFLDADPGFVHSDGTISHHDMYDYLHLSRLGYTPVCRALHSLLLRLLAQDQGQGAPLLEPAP
EBNA-1 inhibitor = blocks EBNA-1 binding to DNA | EBNA-1 DNA binding, fluorescence polarization | inhibition, % at 14.8 µM | actives 0.34% (n = 300,000) | AID 1950; in the data active = inhibition above about 28%
LYPLA1 inh = blocks human lysophospholipase 1, a PME1 counter-screen; O75608; recombinant LYPLA1, FP-Rh probe fluorescence polarization; inhibition, % at 5.9 µM; actives 0.16% (n = 320,000); AID 2174;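 active = inhibition above the mean of all tested compounds plus 3 SD, set per campaign, cut at about 14% in these data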;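 note: inhibitors block serine hydrolase probe labeling of LYPLA1 so polarization falls; 0% = enzyme with DMSO and 100% = wells lacking LYPLA1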
PREPL inh = human PREPL enzyme inhibition | recombinant PREPL, fluorescence polarization activity-based probe | inhibition, % at 5.96 µM | actives 0.68% (n = 320,000) | AID 2751; in the data active = inhibition above about 43%;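 note: 0% = enzyme with DMSO and 100% = wells lacking enzyme; many of its hits are not listed in these tables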
PAFAH2 FP inh = PAFAH2 (human) inhibition; actives 0.99% (n = 340,000); Q99487; recombinant PAFAH2, FP-rhodamine activity probe, fluorescence polarization; AID 492956; inhibition, % at 3.39 µM;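 active = inhibition above the mean over all tested compounds plus 3 SD, cut at about 30% in these data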;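 note: inhibitors block probe labeling of enzyme so polarization drops; 0% = enzyme with DMSO and 100% = wells lacking PAFAH2 protein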
GSTO1 counter = blocks human GSTO1 in RBBP9 counter-screen; actives 1.1% (n = 300,000); AID 1974; inhibition, % at 5.96 µM; P78417; recombinant GSTO1, activity-based probe fluorescence polarization;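 active = inhibition above the campaign mean inhibition plus 3 SD, cut at about 35% in these data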;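 note: 0% = GSTO1-1 with DMSO and 100% = wells lacking GSTO1-1 enzyme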
Target sequence (P78417 whole entry, looked up): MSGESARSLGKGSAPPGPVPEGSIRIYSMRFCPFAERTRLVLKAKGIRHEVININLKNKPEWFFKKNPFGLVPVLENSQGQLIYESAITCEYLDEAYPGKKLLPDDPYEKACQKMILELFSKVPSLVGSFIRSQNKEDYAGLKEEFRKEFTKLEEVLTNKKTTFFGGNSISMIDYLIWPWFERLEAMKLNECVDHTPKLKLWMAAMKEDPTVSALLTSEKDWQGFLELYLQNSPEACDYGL
ZTA counter = ZTA (EBV) inhibition in EBNA-1 counter-screen | ZTA-DNA binding, fluorescence polarization | inhibition, % at 11 µM | actives 0.15% (n = 320,000); in the data active = inhibition above about 33%
Target sequence (P03206 whole entry, looked up): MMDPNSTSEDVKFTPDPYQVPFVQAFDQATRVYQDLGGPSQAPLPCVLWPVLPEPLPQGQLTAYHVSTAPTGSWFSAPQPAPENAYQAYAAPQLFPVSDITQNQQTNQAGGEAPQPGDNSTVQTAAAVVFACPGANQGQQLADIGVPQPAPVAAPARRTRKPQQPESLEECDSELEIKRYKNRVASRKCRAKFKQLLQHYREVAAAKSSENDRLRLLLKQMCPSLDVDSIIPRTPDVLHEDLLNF
LYPLA2 inh = counter-screen for PME1 inhibitors: inhibitors of human LYPLA2; actives 0.38% (n = 320,000); O95372; recombinant LYPLA2, FP-Rh probe fluorescence polarization; inhibition, % at 5.9 µM;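 active = inhibition above the screen-wide mean plus 3 SD, limit set per campaign, cut at about 26% in these data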;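 note: 0% = LYPLA2 with DMSO and 100% = wells lacking LYPLA2 enzyme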
PAD4 inh = PAD4 (human) enzyme inhibition. Q9UM07. recombinant PAD4, RCA probe fluorescence polarization. inhibition, % at 6.36 µM. actives 0.41% (n = 330,000). AID 485272;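 active = percent inhibition above a cutoff equal to the mean of all tested compounds plus 3 SD, cut at about 15% in these data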;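 note: 0% = PAD4 with RCA probe and DMSO and 100% = probe without PAD4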
* = called active by the depositor; / = no result given.

Order of results – EBNA-1 inhibitor	GSTO1 counter	LYPLA1 inh	PAD4 inh	ZTA counter	PAFAH2 FP inh	PREPL inh	LYPLA2 inh	PAFAH1B3 inh
CCOc1cc(/C=C/C(=O)c2ccc(C)cc2)ccc1OCC(=O)N(C)C
  -12	4	-3	-2	-1	-2	19	1	3
O=C(/C=C/c1ccc2ccccc2n1)N1CCN(c2ccccc2)CC1
  0	-9	-1	0	-8	2	12	3	-10
CC(=O)c1c(C)[nH]c(C(=O)Nc2cc(S(=O)(=O)N3CCCCC3)ccc2C)c1C
  /	/	-3	-2	-8	1	4	-3	11
Nc1nnc(SCC(=O)Nc2cc(F)ccc2F)s1
  -7	4	0	3	0	-8	19	5	6
O=C(CNC(=O)c1ccc(S(=O)(=O)N2CCCC2)cc1)N/N=C/c1ccco1
  9	2	-1	1	5	-2	-3	3	-1
COc1ccc(NC(=O)N(Cc2cc3cc(OC)ccc3[nH]c2=O)CC2CCCO2)cc1 (stereo unspecified)
  -10	-3	2	-4	-6	-1	14	3	3
CC(=O)NC(CC(=O)O)C(=O)O (stereo unspecified)
  5	7	2	-4	10	-9	5	1	4
O=C1CSC(=NC(=O)c2ccccc2)N1
  1	-4	-2	-5	5	-9	11	3	-2
C[C@H](NC(=O)OC(C)(C)C)c1nnc(SCC(N)=O)o1
  -5	3	1	1	-22	6	12	10	-6
COCc1ccc(C(=O)N2CCc3c([nH]c4ccccc34)C2c2ccccn2)s1 (stereo unspecified)
  8	7	3	-3	17	-1	-8	1	-1
COc1cc2c(cc1/C=C1/NC(=O)N(CC(=O)Nc3ccccc3)C1=O)OCO2
  9	3	-2	-9	-8	-4	0	-1	-6
CC(C)N(C(=O)COC(=O)c1ccccc1C(=O)c1ccc(Cl)c([N+](=O)[O-])c1)C(C)C
  -4	25	1	5	5	9	13	-1	-1
COc1cccc(NC(=O)c2cncs2)c1
  -5	-6	-1	0	17	-4	-7	-2	9
CC(C)C[C@H]1COCCS(=O)(=O)N1Cc1ccccc1F
  -6	8	1	6	-8	-1	27	-7	5
CCCCCCCN(C(=O)CCl)c1ccccc1C
  5	101*	2	6	8	4	-6	-1	6
CC(C)c1ccc(N2C(=O)CC(Sc3nc4ccccc4o3)C2=O)cc1 (stereo unspecified)
  0	-1	-1	-4	-7	-8	-3	0	10
CC1CN(C(=O)c2ccc3c(c2)OCO3)OC(c2ccccc2)O1 (stereo unspecified)
  -13	2	-4	0	-10	-2	-59	2	8
O=[N+]([O-])c1ccc(Nc2ccc(Cl)cc2)nc1
  12	2	-6	-2	13	/	-54	3	/
COc1ccc(NC(=O)N(C)C[C@H]2Oc3ccc(NS(=O)(=O)c4c(C)noc4C)cc3C(=O)N([C@H](C)CO)C[C@@H]2C)cc1
  /	/	/	1	/	5	12	/	3
CCN(CC)C(=O)c1ccc(-c2nnc(Nc3ccc(C(=O)N(C)C)cc3)c3ccccc23)cc1
  -2	4	4	4	3	1	1	-11	8
CCC1(C)Cc2c(sc3c2c(=O)n(C)c2nnc(SCC(=O)c4ccccc4)n32)CO1 (stereo unspecified)
  -3	1	-3	6	-26	-1	22	-3	0
Cc1c(C(=O)NCc2cccnc2)oc2ccc(S(=O)(=O)N3CCCCC3)cc12
  -13	-2	0	-1	-17	4	-12	3	1
Cc1ccc(O)c(NC(=S)NC(=O)/C=C/c2ccco2)c1
  -1	18	-6	-7	10	-5	7	-7	7
CCN(CC)CCCNC(=O)c1[nH]c2ccccc2c1Sc1ccc(Cl)cc1
  9	-2	-1	-1	11	-3	-1	-2	8
C=CCSc1nccc(=O)[nH]1
  12	-2	-1	-2	-5	0	19	2	4
COc1ccc(N2CCN(C(c3cccs3)c3nnnn3C3CCCC3)CC2)cc1 (stereo unspecified)
  -3	1	3	0	-35	5	1	4	7
CCOC(=O)CC(=O)N/N=C/c1c(N)n(C)c(=O)n(C)c1=O
  12	8	0	3	4	-2	-4	1	3
Cc1ccc(CNC(=O)c2cc(C3CC3)nc3c2cnn3C(C)C)cc1
  /	/	-2	-6	6	-6	19	-10	-2
O=C(CNC(=S)NC(=O)c1ccc(Br)o1)c1ccccc1
  -2	46*	-1	0	-14	-1	-5	6	4
Cc1nc(CS(=O)c2ccc(Cl)cc2)cc(N2CCOCC2)n1 (stereo unspecified)
  3	-2	1	-1	-6	-4	17	-4	-4
O=C1CC(c2ccco2)Cc2nc(NCC3CCCO3)ncc21 (stereo unspecified)
  -13	0	-2	-4	9	2	5	3	3
O=C(N/N=C/c1ccc(-c2cccc(C(F)(F)F)c2)o1)c1cccc(F)c1
  14	-2	-28	-2	11	-13	2	-46	4
COc1cccc2c1cc1c(=O)n(CC(=O)NCCCc3ccccc3)nc(C)n12
  -2	3	2	3	-7	4	7	4	1
CC(C)=N/N=C(\N)SCc1ccccc1
  3	-3	-1	9	-15	-5	3	1	2
CC1=C(C(=O)OCC2CCCO2)C(c2coc3ccccc3c2=O)C2=C(CCCC2=O)N1 (stereo unspecified)
  13	10	0	0	7	2	-2	-2	7
COc1cc(OC)c(OC)cc1CN1CCN(C(=O)c2cccc3ccccc23)CC1
  -5	2	1	1	-1	-1	-6	-2	4
CCOc1ccccc1C(=O)Nc1cc2c(cc1N1CCCC1)n(CC)c(=O)n2CC
  14	-3	-2	-3	7	3	17	3	6
CN(C)/C=C(/C(=O)c1ccc(Cl)cc1)S(=O)(=O)c1ccccc1
  7	-10	-1	1	-18	2	9	5	3
Cc1cc(C)c[n+](C(C)C(=O)c2ccc(Cl)cc2)c1 (stereo unspecified)
  -9	4	-1	0	-10	3	-13	5	11
CN(C)/C=N/c1nc(-c2ccc3ccccc3c2)cs1
  -8	4	3	-3	-25	8	12	7	13
COc1ccc(C2C=C(c3ccc(F)cc3)NC(=S)N2)cc1OC (stereo unspecified)
  2	6	7	5	16	0	3	3	-2
Cc1cc(C(=O)NNS(=O)(=O)c2cccc(Cl)c2)nn1C(C)(C)C
  7	8	-1	-6	3	2	-4	11	11
COc1ccc(NC(=O)c2cnn(-c3ccccc3)c2C)c(OC)c1
  -1	5	0	0	-2	2	4	-1	10
c1ccc(Cn2ccnc2-c2ccco2)cc1
  10	-2	-1	-5	-3	5	-9	1	9
CCOC(=O)[C@H]1[C@H]2COc3ccc(Br)cc3[C@H]2N2C(=O)CNC(=O)[C@@]12C
  /	/	0	-3	3	-2	-6	-4	-2

Two compounds from above, reduced to PAD4 inh and PREPL inh:
| Molecule | PAD4 inh | PREPL inh |
| --- | --- | --- |
| COc1cccc2c1cc1c(=O)n(CC(=O)NCCCc3ccccc3)nc(C)n12 | 3 | 7 |
| CC(C)=N/N=C(\N)SCc1ccccc1 | 9 | 3 |

Following part.
Order of results – EBNA-1 inhibitor	GSTO1 counter	LYPLA1 inh	PAD4 inh	ZTA counter	PAFAH2 FP inh	PREPL inh	LYPLA2 inh	PAFAH1B3 inh
NNC(=O)c1ccc(CN2C(=O)c3cccc4cccc2c34)cc1
  4	-2	-20	1	8	-8	-5	-34	-2
CN(c1ccc(OCC(=O)OCC(=O)c2c(N)n(C)c(=O)n(C)c2=O)cc1)S(=O)(=O)c1ccc2ccccc2c1
  17	-1	-13	4	8	-12	-10	-32	-11
CCCCCOc1ccc(C(=O)Nc2ccc(S(=O)(=O)Nc3cc(C)on3)cc2)cc1
  -9	0	-1	-2	23	2	-2	-2	-5
CC(=O)c1cc(O)c2ccccc2c1O
  -14	46*	6	4	-17	20	10	1	19
CCN(CC)c1ccc(/C=N/NC(=O)Nc2nonc2N)cc1
  -4	-2	2	-1	-7	9	9	5	7
CCCC(=O)NC(c1ccccc1OC)c1ccc2cccnc2c1O (stereo unspecified)
  -3	-6	2	3	-2	4	2	2	12
COc1cccc(/C=C/c2nc(S(=O)(=O)c3ccccc3)c(N(C)C)o2)c1
  5	-5	5	5	-27	0	2	4	3
COc1c(/C=N/Nc2nc(N3CCCCC3)nc(N3CCCCC3)n2)cccc1[N+](=O)[O-]
  -5	-4	-4	-3	5	-5	12	-4	11
CCCCNC(=O)C(=O)NCc1ccncc1
  5	-6	0	-2	-1	/	21	2	/

Gathered by group: the entries above containing a Cl atom (8)
Order of results – EBNA-1 inhibitor	GSTO1 counter	LYPLA1 inh	PAD4 inh	ZTA counter	PAFAH2 FP inh	PREPL inh	LYPLA2 inh	PAFAH1B3 inh
CC(C)N(C(=O)COC(=O)c1ccccc1C(=O)c1ccc(Cl)c([N+](=O)[O-])c1)C(C)C
  -4	25	1	5	5	9	13	-1	-1
CCCCCCCN(C(=O)CCl)c1ccccc1C
  5	101*	2	6	8	4	-6	-1	6
O=[N+]([O-])c1ccc(Nc2ccc(Cl)cc2)nc1
  12	2	-6	-2	13	/	-54	3	/
CCN(CC)CCCNC(=O)c1[nH]c2ccccc2c1Sc1ccc(Cl)cc1
  9	-2	-1	-1	11	-3	-1	-2	8
Cc1nc(CS(=O)c2ccc(Cl)cc2)cc(N2CCOCC2)n1 (stereo unspecified)
  3	-2	1	-1	-6	-4	17	-4	-4
CN(C)/C=C(/C(=O)c1ccc(Cl)cc1)S(=O)(=O)c1ccccc1
  7	-10	-1	1	-18	2	9	5	3
Cc1cc(C)c[n+](C(C)C(=O)c2ccc(Cl)cc2)c1 (stereo unspecified)
  -9	4	-1	0	-10	3	-13	5	11
Cc1cc(C(=O)NNS(=O)(=O)c2cccc(Cl)c2)nn1C(C)(C)C
  7	8	-1	-6	3	2	-4	11	11

The list is partial. The share of hits here may be higher or lower than overall.
